Bioassay records (PubChem)
RBX1-CUL1 inh: blocks human RBX1-Cullin-1 di-ubiquitin formation; in vitro K48 di-Ub FRET, acceptor:donor ratio, 45 min; P62877+Q13616; inhibition, % at 10 µM; 0.6% of 140,000 active; in the data active = inhibition above about 25%
Target sequence (P62877 whole entry, looked up): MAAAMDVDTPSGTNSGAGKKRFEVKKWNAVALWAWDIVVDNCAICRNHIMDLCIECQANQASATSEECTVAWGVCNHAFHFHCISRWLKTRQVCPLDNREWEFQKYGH
Target sequence (Q13616 whole entry, looked up): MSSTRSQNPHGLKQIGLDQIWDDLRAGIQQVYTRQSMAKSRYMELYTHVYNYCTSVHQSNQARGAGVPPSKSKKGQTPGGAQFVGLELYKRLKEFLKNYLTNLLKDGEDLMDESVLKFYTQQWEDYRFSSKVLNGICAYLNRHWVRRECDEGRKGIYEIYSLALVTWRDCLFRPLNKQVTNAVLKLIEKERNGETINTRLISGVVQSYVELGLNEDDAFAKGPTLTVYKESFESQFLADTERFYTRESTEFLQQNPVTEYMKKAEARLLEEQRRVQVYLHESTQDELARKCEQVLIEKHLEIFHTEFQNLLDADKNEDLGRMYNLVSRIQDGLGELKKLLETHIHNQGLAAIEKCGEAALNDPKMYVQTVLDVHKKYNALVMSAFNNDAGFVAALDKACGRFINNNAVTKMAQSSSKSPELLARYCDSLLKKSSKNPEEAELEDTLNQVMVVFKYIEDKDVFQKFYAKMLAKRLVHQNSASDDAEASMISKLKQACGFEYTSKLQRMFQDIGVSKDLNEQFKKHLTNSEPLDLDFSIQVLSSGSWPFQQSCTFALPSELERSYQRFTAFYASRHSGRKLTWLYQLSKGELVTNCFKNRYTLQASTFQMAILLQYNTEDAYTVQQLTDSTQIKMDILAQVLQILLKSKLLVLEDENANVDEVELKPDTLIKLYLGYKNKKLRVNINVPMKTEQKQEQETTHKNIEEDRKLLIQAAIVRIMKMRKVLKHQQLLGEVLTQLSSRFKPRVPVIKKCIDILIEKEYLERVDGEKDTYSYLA
Numbers without * were called inactive. Some of the compounds tested. The share of hits here may be higher or lower than overall.

canonical_smiles | RBX1-CUL1 inh
Cc1cccc(N2CCN(S(=O)(=O)c3cccc(F)c3)CC2)c1C | -5.5
C=C(C)CSc1nnc2n(-c3ccc(OC)cc3)c(=O)c3c4c(sc3n12)COC(C)(C)C4 | -5.1
Cc1cc(-c2ccc(C)c(S(=O)(=O)N3c4ccccc4CC3C)c2)on1 (stereo unspecified) | -5.4
OC(c1ccccc1)=c1cc2c3c(ccc4ncnc1c43)CC2 | 6.6
Cc1sc2ncnc(SCC(=O)c3ccccc3F)c2c1C | 4.6
CC(NC(=O)c1ccco1)c1ccc2c(c1)CCCC2 (stereo unspecified) | 8.3
O=C(CN1C(=O)C2(SCC(=O)N2c2cccc(Cl)c2)c2ccccc21)NC1CCCCC1 (stereo unspecified) | -6.0
CCOCc1cc(CN2CCCC2c2ccc(C(N)=O)s2)ccc1OC (stereo unspecified) | -0.4
CC(C)CCNC(=O)c1cnc2sc(N3CCCCCC3)nn2c1=O | -4.3
COc1cc(OC)c(C(=O)Nc2cc(C)ccn2)cc1OC | 2.2
C=CC(C)(CC[C@H]1[C@@]2(C)CCCC(C)(C)[C@@H]2[C@@H](OC(C)=O)C[C@@]1(C)OC(C)=O)OC(C)=O (stereo partly specified) | 9.1
CCN(C(=O)c1cc2c(=O)n(CC)c3ccccc3c2s1)c1cccc(C(F)(F)F)c1 | 4.2

Carrying on.
canonical_smiles | RBX1-CUL1 inh
Cc1c(Br)sc2c1ccc1ccccc12 | 9.5
Cc1cn2c(=O)cc(COC(=O)c3cccc(NC(=O)COc4ccccc4Cl)c3)nc2s1 | -1.0
CC(=O)c1c(C)oc2ccc(N(C(=O)Oc3ccccc3)S(=O)(=O)c3ccc(C(C)(C)C)cc3)cc12 | 5.4
CCc1noc(C)c1C(=O)Nc1cc(C(F)(F)F)ccc1Cl | -2.4
Cc1ccc(-c2cc(NC(=O)C(C)Oc3ccc(C)c(C)c3)on2)cc1 (stereo unspecified) | 6.1
CCOC(=O)/C=C1/Oc2ccccc2NC1=O | -4.3
COc1cc(OC)c(NC(=O)CC(O)(C(F)(F)F)C(F)(F)F)cc1Cl | -3.7
CC1CCN(S(=O)(=O)c2ccc3c(c2)oc(=O)n3CC(=O)NC(C)c2ccccc2)CC1 (stereo unspecified) | -3.9
O=c1oc2ccccc2cc1-c1cn2cc(Cc3ccccc3F)sc2n1 | -1.9
CSc1ccc(NC(=O)N2CCC(Cn3cc(CO)nn3)CC2)cc1 | -8.2
Cc1ccc(N2C(=O)NC(=O)/C(=C\c3cc(Br)c(Sc4ccc(Cl)cc4)o3)C2=O)cc1 | 99.6*
O=C(c1ccc(=O)[nH]n1)N1CCc2onc(-c3cccc4ccccc34)c2C1 | 0.2

Further results follow.
canonical_smiles | RBX1-CUL1 inh
CC(C)CN1CC(c2ncc(-c3cccs3)[nH]2)CC1=O (stereo unspecified) | 6.1
COc1ccc(C2C(C(=O)Nc3ccccc3)C(C)=Nc3c(C(=O)Nc4ccccc4)cnn32)cc1 (stereo unspecified) | 6.1
O=C(CCCn1cncn1)N1CCCC(CCc2ccccc2F)C1 (stereo unspecified) | 0.8
CCCc1nnc2sc(/C=C/c3ccccc3)nn12 | -1.3
COc1ccc(C(=O)NCCc2csc(-c3ccc(Cl)cc3)n2)cc1 | -4.3
O=C(N/N=C/c1cc(Cl)cc(Cl)c1O)c1ccc(-c2ccccc2)cc1 | -6.5
C/C(CC(=O)Nc1ccc2c(c1)OCCO2)=N\NC(=O)c1ccccn1 | 6.5
Cn1c(=O)n(C)c2cc(NC(=O)c3cccs3)ccc21 | 7.7
COc1ccc(NC(=O)CSc2nc(-c3ccc(F)cc3)c3cccc(C)c3n2)cc1 | 1.6
Cc1ccc2c(=O)cc(C(=O)Nc3sc4c(c3C(=O)NCc3cccnc3)CCCC4)oc2c1 | -8.3
COc1ccc(C(=O)Nc2ccc(Cl)cc2C(=O)N2CCN(C)CC2)cc1 | 5.2
COc1ccc(Cl)cc1NS(=O)(=O)c1cc(F)ccc1OC | -5.0

Remaining list, next part
canonical_smiles | RBX1-CUL1 inh
CCOC(=O)c1ccc(-c2ccc(/C=C(\C#N)C(=O)Nc3ccc(C)cc3)o2)cc1 | -5.3
COc1ccc(S(=O)(=O)N(C)C)cc1C(C)C | 2.7
CCCNC(=O)c1ccccc1NC(=O)c1ccc(N2CCOCC2)cc1 | 4.6
O=C(CSc1nc2c([nH]c3ccccc32)c(=O)n1-c1ccc(Cl)cc1)NCC1CCCO1 (stereo unspecified) | -1.5
CCOC(=O)C(NC(=O)CCC(=O)Nc1ccc(Br)cc1)C(O)c1ccccc1 (stereo unspecified) | 0.4
Cc1c(Cl)cccc1NC(=S)N1CCN(C(=O)C2CCCO2)CC1 (stereo unspecified) | 8.9
Cn1cc(CN2CCc3onc(-c4ccc(-c5ccccc5)cc4)c3C2)cn1 | 2.6
S=C(NCc1ccccc1)Nc1ccc(Cl)cc1 | 3.1
Cc1noc(C)c1CSc1nnc2sc3ccccc3n12 | 1.6
CCC(NC(=O)C1CC(=O)c2sc(NC(=O)c3c(F)cccc3Cl)nc2C1)c1cccs1 (stereo unspecified) | 6.4
Nc1cc(C(=O)N2CCC(C3CCN(c4ncccn4)CC3)C2)ccn1 (stereo unspecified) | 6.8
CCn1c(CSCc2ccccc2)nnc1SCC(=O)Nc1nccs1 | 9.9

Other results:
canonical_smiles | RBX1-CUL1 inh
C=CCOC(=O)c1sc(NC(=O)c2ccc(Cl)cc2)nc1C | -1.4
CCOC(=O)C1CCCN(C2CC(=O)N(c3cccc(C)c3)C2=O)C1 (stereo unspecified) | 3.9
Cc1oc(-c2cccc(F)c2)nc1CN(C)C(C)C | 4.9
COc1cccc(NC(=O)CCNC(=O)Cn2cnc3ccccc3c2=O)c1 | -11.3
O=c1[nH]c(=S)[nH]nc1-c1cccs1 | 12.7
CC(C)C(=O)Nc1ccc(Cl)cc1-c1nc2ccccc2s1 | -9.5
COc1ccc(C(=O)Nc2ccc3c(c2)CCCN3S(=O)(=O)c2ccc(C)cc2)cc1 | 2.8
N#Cc1cnn(-c2cc(Cl)nc(-c3ccccc3)n2)c1N | 3.3
COc1ccccc1CCN1CCC(CN(C)C(=O)/C=C/c2cccnc2)CC1 | -8.2
COc1ccc(CNC(C)(C)C)c(OC)c1OC | 6.6
COc1ccc(OC)c(CNC(=O)CCC(=O)N2Cc3ccccc3Oc3ncccc32)c1 | -6.5
CCOC(=O)/C(C#N)=C/c1[nH]c(C)c(C(=O)OCC)c1OC | -13.5

The listing continues.
canonical_smiles | RBX1-CUL1 inh
O=C(c1ccc(Cl)cc1)N1CCN(CCc2ccncc2)CC1 | 7.6
COc1ccc(-c2nc(SCC(=O)Nc3cccc(C(C)=O)c3)n[nH]2)cc1 | 1.4
COc1ccc(CCNC(=O)CCC2(Cc3ccc(F)c(OC)c3)CCC(=O)N2)c(OC)c1 (stereo unspecified) | 1.9
C(=C1/SCc2nc3ccccc3nc21)/c1ccsc1 | 8.5
COc1ccc(C)cc1NC(=O)Cn1cc(S(=O)(=O)Cc2ccccc2Cl)c2ccccc21 | -3.3
COc1cccc(CN2CCC(C(Cc3ccccc3F)N(C)C(=O)c3ccsc3)CC2)c1O (stereo unspecified) | 3.7
O=C(Nc1ccc(C(=O)O)cc1)C(C/C=C/c1ccccc1)=NC(=O)c1cccc(Br)c1 | 2.1
CCN(CC)c1ccc(CN(C(=O)c2ccccc2Cl)C2CCS(=O)(=O)C2)cc1 (stereo unspecified) | -1.0
CS(=O)(=O)N1CCC(Oc2ccc(C(=O)N3CCCCO3)cc2Cl)CC1 | -7.3
CC(NCC(=O)Nc1cc(N(C)C)nc2ccccc12)c1ccccc1 (stereo unspecified) | 1.7
CC(C)CN(C)c1ccc(C(=O)N2CCCN(c3ncccn3)CC2)cn1 | 1.7
Cc1ccccc1CN1CCC(N2CCC(C(=O)N3CCCC(O)C3)CC2)CC1 (stereo unspecified) | 2.6

Printed as active in RBX1-CUL1 inh, of those listed so far:
canonical_smiles | RBX1-CUL1 inh
Cc1ccc(N2C(=O)NC(=O)/C(=C\c3cc(Br)c(Sc4ccc(Cl)cc4)o3)C2=O)cc1 | 99.6*

The main list resumes; the 3 compounds before the break are reprinted first.
canonical_smiles | RBX1-CUL1 inh
CC(NCC(=O)Nc1cc(N(C)C)nc2ccccc12)c1ccccc1 (stereo unspecified) | 1.7
CC(C)CN(C)c1ccc(C(=O)N2CCCN(c3ncccn3)CC2)cn1 | 1.7
Cc1ccccc1CN1CCC(N2CCC(C(=O)N3CCCC(O)C3)CC2)CC1 (stereo unspecified) | 2.6
CCN=C1SC(CC(=O)Nc2ccccc2F)C(=O)N1CC (stereo unspecified) | -8.5
CC1=NN(c2ccccc2)C(=O)C1Sc1nc(N)c(C#N)c(-c2ccccc2)c1C#N (stereo unspecified) | -4.6
CCOc1ccc(C2Nc3ccccc3-c3nnc(SCc4ccccc4F)nc3O2)cc1OC (stereo unspecified) | 1.7
CC(=O)Nc1ccccc1-c1nc2ccccc2n(Cc2cccc(Br)c2)c1=O | -3.5
OCCCNC(=S)Nc1ccc(Oc2ccccc2)cc1 | 3.2
C/C(=N/NC(=O)c1ccncc1)c1ccc(Cl)cc1 | -4.8
O=C(Nc1sc2c(c1C(=O)Nc1ccccc1)CCC2)c1ccc(Br)cc1 | -1.6
N#CC1C(=N)Oc2n[nH]c(-c3ccccn3)c2C1c1ccc(O)cc1 (stereo unspecified) | -3.9
Cc1c(Cl)cccc1NC(=O)Cc1noc2ccccc12 | -1.1
O=C(Oc1ccccc1)c1cccs1 | -2.1
CC(C)(C)C1(C)Oc2cccc(O)c2O1 (stereo unspecified) | 20.4
C1CCC(N2CCCN(c3nc4nonc4nc3N3CCOCC3)CC2)C1 | 6.8

Next section
canonical_smiles | RBX1-CUL1 inh
Cc1ccccc1NC(=O)c1ccc(Cl)c(N)c1 | 0.9
Cc1ccc(CSc2cn(CC(=O)N3CCCC3)c3ccccc23)cc1 | 5.4
O=S(=O)(c1ccc(Cl)nc1)N(c1ccccc1)c1ccccc1 | -3.4
CCOC(=O)c1c(C)oc2nc(C)nc(Nc3cccc(OC)c3)c12 | 2.9
Cc1nnc(NC(=O)NC2COC3(CCCCC3)C2)s1 (stereo unspecified) | 2.1
O=C(CSc1nc2ccccc2n1Cc1cccc(C(F)(F)F)c1)NCc1ccccc1 | -3.9
O=C(CCN1CCCO1)N1CCOC(Cc2cccc3ccccc23)C1 (stereo unspecified) | -5.9
CCCCCOc1cccc(OCC(=O)Nc2nc3ccccc3[nH]2)c1 | 0.1
O=C(CSc1nc2c([nH]c3ccccc32)c(=O)n1-c1cccc(C(F)(F)F)c1)N1CCCC1 | -1.0
Cc1c(Cl)c([N+](=O)[O-])nn1CCCC(=O)Nc1cccc(O)c1 | -8.0
Cc1cc(/C=C2/C(=O)NC(=S)N(c3ccc(F)cc3)C2=O)c(C)n1-c1ccc(Oc2ccc([N+](=O)[O-])cn2)cc1 | -0.1
O=C(Nc1cccc2ccccc12)c1sc2ccccc2c1Cl | -3.3

New compounds follow:
canonical_smiles | RBX1-CUL1 inh
CN(C)CCCN=C1C(=O)N(Cc2ccccc2)N=CC1SCc1ccccc1 (stereo unspecified) | 11.0
Cc1cc(C)n(-c2cc(Oc3ccccc3F)ncn2)n1 | -1.4
CCc1cc2c(=O)n(-c3ccc(Cl)cc3)c(SCC(=O)Nc3cc(C)ccc3C)nc2s1 | 1.2
CC(C)c1ccc2c(c1)C(N1CCN(C)CC1)Cc1cccnc1S2 (stereo unspecified) | -2.4
Cc1ccc(C(=O)NC(C)c2ccc3c(c2)OCCO3)cc1 (stereo unspecified) | 6.1
CC(C)C(NC(=O)c1ccc(C23CC4CC(CC(C4)C2)C3)cc1)C(=O)O (stereo unspecified) | 6.4
COc1ccc(-c2nn(-c3ccc(F)cc3)c3c2cnc2ccc(F)cc23)cc1OC | 3.2
CC1(C)Cc2nc(N3CCOCC3)ncc2C(NC(=O)c2cc[n+]([O-])cc2)C1 (stereo unspecified) | 2.5
CCc1ccc(Oc2nc3c(C)cccn3c(=O)c2/C=C(\C#N)c2nc3ccccc3s2)cc1 | 7.1
CC(=O)Nc1ccc(S(=O)(=O)Nc2ccc(I)cc2C)cc1 | 5.6
CC1CCN(C(=O)CN(Cc2ccc(Cl)cc2)S(=O)(=O)c2ccc(Cl)cc2)CC1 | -1.5
CCCN1CCc2nc(SCC(=O)Nc3ccc(C)c(Cl)c3)[nH]c(=O)c2C1 | 0.7

Grouped by structure, those above with a furan ring, fused or not.
canonical_smiles | RBX1-CUL1 inh
CC(NC(=O)c1ccco1)c1ccc2c(c1)CCCC2 (stereo unspecified) | 8.3
CC(=O)c1c(C)oc2ccc(N(C(=O)Oc3ccccc3)S(=O)(=O)c3ccc(C(C)(C)C)cc3)cc12 | 5.4
Cc1ccc(N2C(=O)NC(=O)/C(=C\c3cc(Br)c(Sc4ccc(Cl)cc4)o3)C2=O)cc1 | 99.6*
CCOC(=O)c1ccc(-c2ccc(/C=C(\C#N)C(=O)Nc3ccc(C)cc3)o2)cc1 | -5.3
CCOC(=O)c1c(C)oc2nc(C)nc(Nc3cccc(OC)c3)c12 | 2.9

Next entries follow.
canonical_smiles | RBX1-CUL1 inh
CC1=CC(C)(C)N(C(=O)CN2C(=O)C3CCCCC3C2=O)c2cc(C(c3ccccc3)(c3ccccc3)c3ccccc3)ccc21 (stereo unspecified) | 6.5
CCCC(=O)N1CCN(Cc2ccc(Cl)c(Cl)c2)CC1 | 5.4
CC(=O)N(C(C)=O)n1c(C(C)C)nc2ccccc2c1=O | 3.4
CCOc1ccc(CNC(=O)Cn2nc(C)c3nn(-c4ccc(Cl)cc4)c(C)c3c2=O)cc1 | -5.9
O=C(Nc1ccc(NC(=O)c2ccc(Br)cc2)c(Cl)c1)c1ccc(Br)cc1 | 1.8
CCc1cccc(C)c1NC(=O)CN1CCN(c2ccccc2F)CC1 | 6.5
CCc1ccc(OCC(=O)NCC(c2ccc(OC)cc2)N2CCOCC2)cc1 (stereo unspecified) | 6.0
CCOc1ccc(N(CC(=O)Nc2ccccc2CC)S(=O)(=O)C2C(=O)NC(=O)N=C2C)cc1 (stereo unspecified) | 0.7
CC(NC(=O)CSc1nc2sc3c(c2c(=O)n1-c1ccccc1)CCCC3)c1ccccc1 (stereo unspecified) | 0.5
O=C(N/N=C/c1cc(Cl)cc(Cl)c1O)c1sc2ccccc2c1Cl | 3.2
